# Neddyl block = inhibitors of human cullin neddylation; 0.58% of 360,000 active; AID 651699; calls only at 25 µM; P61081+Q13564; TR-FRET cullin neddylation, biochemical; in the data active = inhibition above about 36%
# Rpn11 inh = inhibitors of human proteasome Rpn11 | calls only at 20 µM | O00487 | 0.59% of 360,000 active | human 26S proteasome, Ub4-pepOG fluorescence polarization; 20S core pre-blocked with epoxomicin;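 active = inhibition at 20 µM, scaled to each plate's controls, above about 33%, limit read from the data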
# Target sequence (O00487 whole entry, looked up): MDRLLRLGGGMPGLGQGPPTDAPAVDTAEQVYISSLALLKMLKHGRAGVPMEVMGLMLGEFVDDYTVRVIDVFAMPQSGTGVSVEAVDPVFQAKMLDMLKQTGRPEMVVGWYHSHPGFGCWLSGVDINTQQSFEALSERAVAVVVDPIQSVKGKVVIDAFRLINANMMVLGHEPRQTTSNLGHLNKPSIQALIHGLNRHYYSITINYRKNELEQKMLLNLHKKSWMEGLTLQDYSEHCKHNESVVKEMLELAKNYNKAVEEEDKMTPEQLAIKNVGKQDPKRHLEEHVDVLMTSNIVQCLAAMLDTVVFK
# FAS-TE inh = blocks the thioesterase domain of human fatty acid synthase; AID 602261; inhibition, % at 15 µM; recombinant FAS-TE, OMFH fluorogenic substrate, fluorescence endpoint; 0.67% of 360,000 active; P49327;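 active = compounds whose normalised, plate-corrected inhibition of enzyme fluorescence in the single-dose primary screen is 50% or more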;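 also: 0% = DMSO with enzyme and 100% = substrate without enzyme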
# CSN inh = CSN deneddylation inhibition. Q92905. Purified CSN, SCF-Nedd8-OG deneddylation, fluorescence polarization. inhibition, % at 12.5 µM. 0.38% of 360,000 active. AID 651999;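 active = pattern-corrected inhibition above about 35%, with an unprinted fluorescence ratio check between 0.5 and 1.5, limit read from the data, passing the limit was not always enough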;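 also: 0% = enzyme with substrate and 100% = substrate without enzyme; some results filed as inactive read as strong as hits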
#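 assay system = purified human Csn5 enzyme expressed in HEK293T cells | amount = 0.24 nM enzyme | buffer or medium = Tris/NaCl/DTT buffer, pH 7.5 | reagent = 10 nM SCFSkp2-Nedd8OG | compound = one concentration, 12.5 µM, 0.25% DMSO | times = 90 min reaction at room temperature | signal = FP | read-out basis = % inhibition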
# MLLE-PAM2 inh = inhibitors of microRNA-mediated deadenylation, human PABP1 MLLE binding; P11940; GST-MLLE / FITC-PAM2 fluorescence polarization; inhibition, % at 20 µM; 0.36% of 360,000 active; AID 588489; in the data active = inhibition above about 35%, passing the limit was not always enough;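 also: plate controls were DMSO wells with GST-MLLE for no effect and wells lacking GST-MLLE protein for full effect; some results filed as inactive read as strong as hits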
# Target sequence (P11940 whole entry, looked up): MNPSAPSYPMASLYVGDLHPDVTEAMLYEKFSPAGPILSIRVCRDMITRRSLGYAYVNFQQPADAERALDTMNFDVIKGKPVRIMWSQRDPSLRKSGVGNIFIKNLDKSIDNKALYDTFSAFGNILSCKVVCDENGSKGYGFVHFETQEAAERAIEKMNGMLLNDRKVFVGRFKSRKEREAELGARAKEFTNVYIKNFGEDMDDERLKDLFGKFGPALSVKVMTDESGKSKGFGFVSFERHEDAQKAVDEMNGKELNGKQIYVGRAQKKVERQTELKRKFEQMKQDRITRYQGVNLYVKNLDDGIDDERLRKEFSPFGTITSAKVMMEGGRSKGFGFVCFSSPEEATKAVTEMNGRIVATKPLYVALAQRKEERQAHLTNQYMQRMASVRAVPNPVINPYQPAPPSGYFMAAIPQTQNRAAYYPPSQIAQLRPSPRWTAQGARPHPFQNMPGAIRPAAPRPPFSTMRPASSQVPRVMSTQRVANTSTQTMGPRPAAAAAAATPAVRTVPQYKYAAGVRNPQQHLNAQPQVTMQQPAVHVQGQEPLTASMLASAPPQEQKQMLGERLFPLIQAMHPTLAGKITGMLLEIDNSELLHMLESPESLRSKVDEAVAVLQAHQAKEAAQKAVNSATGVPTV
# Rin1 Abl inh = human Rin1-Abl interaction inhibition | TR-FRET Rin1/Abl binding, biochemical | AID 588664 | 0.4% of 360,000 active | inhibition, % at 7.35 µM | P00519+Q13671; in the data active = inhibition above about 5%, passing the limit was not always enough
# SKN-1 inh = C. elegans SKN-1 inhibition. C. elegans VP596 Pgst-4::GFP/RFP ratio, acrylamide-induced, 24 h. inhibition, % at 21.8 µM. 0.49% of 360,000 active;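 active = interference check ratio from 0.5 to 1.5 plus GFP to RFP signal ratio inhibition reaching or exceeding a fixed threshold, cut at about 30% in these data, passing the limit was not always enough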; also: some compounds called inactive have numbers as strong as hits
# NadD block = blocks S. aureus nicotinate mononucleotide adenylyltransferase; purified NadD enzyme, colorimetric absorbance read-out; inhibition, % at 20 µM; 0.78% of 360,000 active; AID 602399; in the data active = inhibition above about 26%; also: some compounds past the cut are filed as inactive
# MT1-MMP act inh = blocks activation of human MT1-MMP; HT1080 RFP-PRO-GFP cells, GFP/RFP ratio fluorescence, overnight; percent of plate control window, DMSO zero; GFP/RFP ratio change, % at 20 µM; 0.061% of 360,000 active; AID 651647;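 active = GFP/RFP ratio change of at least 30% with cell ATP level not reduced by more than half and red fluorescence within 50% of control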; also: strong numbers were not always called active
#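 Material – HT1080 RFP-PRO-GFP cells · Control set – DMSO wells and RFP-L50D-GFP cells · Incubation – overnight cell settling, then overnight compound exposure, 37 °C, 5% CO2 · Compound dosing – single-point 20 µM compound, 1% DMSO · Read-out – GFP/RFP fluorescence ratio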
# * = called active by the depositor; i = inactive; . = not tested or not shown; + = active, no number.
# The line under a structure holds: Neddyl block	Rpn11 inh	FAS-TE inh	CSN inh	MLLE-PAM2 inh	Rin1 Abl inh	SKN-1 inh	NadD block	MT1-MMP act inh
> COc1ccc(C(=O)CN2C(=O)c3ccccc3C2=O)c(OC)c1
  i	i	6	3	11	1	-1	-8	2
> Cc1cccc(NC(=O)CSCC(=O)Nc2ccccc2N2CCCCC2)c1
  i	i	23	-1	-12	1	-2	-3	3
> Cc1cc(-n2c(SCC(=O)Nc3ccc(Br)cc3)nc3n[nH]c(C)c3c2=N)ccc1Cl
  i	i	-1	-2	10	1	-2	32*	3
> O=C(NC1=NCCS1)c1ccncc1
  i	i	1	-10	1	2	-8	0	3
> CCOc1ccc(-c2c(C)n([O-])c3c([n+]2=O)CCCCC3)cc1
  i	i	-4	1	2	3	-6	-3	-1
> COc1ccc(C(=O)N/C(=C\c2cc(OC)c(OC)cc2[N+](=O)[O-])C(=O)NCC(=O)O)cc1
  i	i	-6	14	-7	1	7	5	-5
> COC(=O)c1oc2ccc(Cl)cc2c1NC(C)=O
  i	i	-5	-2	6	2	-15	1	-1
> O=C(COC(=O)/C=C/c1ccc2ccccc2n1)NNC(=O)c1ccc([N+](=O)[O-])cc1
  i	i	-2	2	-3	-1	12	0	-4
> COc1cc(OC)c(S(=O)(=O)Nc2ccccc2NC(=O)CN2CCOCC2)cc1NC(C)=O
  i	i	-5	3	-13	2	5	-1	-1
> CCCCNC(=O)CN(Cc1ccco1)S(=O)(=O)c1ccc(C(C)=O)cc1
  i	i	-2	-1	10	3	7	-2	-2
> Cc1cc(C)n(CC(=O)N2CCCC(N3CCN(c4ccccc4C)CC3)C2)n1 (stereo not drawn)
  i	i	-6	0	-12	-3	-9	-1	3
> CCn1c(C)[n+](CCCS(=O)(=O)[O-])c2cc(Cl)c(Cl)cc21
  i	i	-2	4	-107	-5	0	17	-7
> COc1cccc(/C=N/N2C(=O)NC3(CCCCC3)C2=O)c1O
  i	i	-8	-1	5	1	13	4	4
> O=C(O)CCC(=O)Nc1cccc(-c2nc3ccccc3o2)c1
  i	i	-6	8	5	-1	6	-1	2
> CCOc1cc(CN2CCN(c3ccc(C(C)=O)cc3)CC2)ccc1OC
  i	i	-4	2	-4	0	-22	-6	8
> Cc1nonc1CN(C)C(=O)c1ccc(OC2CCN(Cc3ccccn3)CC2)cc1
  i	i	0	-13	-17	-9	-7	-1	-4
> O=C(Cn1c2ccc(F)cc2c2nc3n(c(=O)c21)CCS3)N1CCCC1
  i	i	-4	1	11	-3	-10	3	-5
> O=C(Nc1ncc([N+](=O)[O-])s1)c1ccc2c(c1)OCO2
  i	i	3	2	-1	-6	-5	-1	-5
> CCCN(CCC)C(=O)Nc1ccc(F)cc1F
  i	i	-5	0	4	-2	20	-2	-1
> CCc1cc2cc(C)cc(C)c2nc1SCC(=O)Nc1cc(C)on1
  i	i	1	-7	-15	-1	8	-4	2

# Overlap with the part before: four compounds, then new ones.
# The line under a structure holds: Neddyl block	Rpn11 inh	FAS-TE inh	CSN inh	MLLE-PAM2 inh	Rin1 Abl inh	SKN-1 inh	NadD block	MT1-MMP act inh
> O=C(Cn1c2ccc(F)cc2c2nc3n(c(=O)c21)CCS3)N1CCCC1
  i	i	-4	1	11	-3	-10	3	-5
> O=C(Nc1ncc([N+](=O)[O-])s1)c1ccc2c(c1)OCO2
  i	i	3	2	-1	-6	-5	-1	-5
> CCCN(CCC)C(=O)Nc1ccc(F)cc1F
  i	i	-5	0	4	-2	20	-2	-1
> CCc1cc2cc(C)cc(C)c2nc1SCC(=O)Nc1cc(C)on1
  i	i	1	-7	-15	-1	8	-4	2
> O=C1[C@H](Cc2ccccc2)NCCCC[C@@H](c2ccc(Cl)cc2)N1Cc1ccc(Cl)cc1
  i	i	13	3	-6	3	-2	-6	0
> COC1=NS(=O)(=O)c2ccccc21
  i	i	-11	1	8	2	-9	-1	-5
> Cc1ccc(C)c(N(C)C(=O)c2ccc3c(=O)n4c(nc3c2)CCCCC4)c1
  i	i	14	-2	6	-3	10	-3	1
> Cn1nc(C2CC2)cc1NC(=O)C1(C)CCN1C(=O)c1ccccc1CCc1ccccc1 (stereo not drawn)
  i	i	9	1	12	0	-4	0	-2
> CS(=O)(=O)c1ccc2nc(NC(=O)c3ccc(Cl)nc3)sc2c1
  +	i	-5	2	1	-2	-5	-8	-2
> Oc1c(Br)cc(/C=N/NC(=S)NCC2CCCO2)cc1Br (stereo not drawn)
  i	i	-3	4	6	-1	1	0	2
> COCCn1c(C)cc(C(=O)COC(=O)CNC(=O)c2ccco2)c1C
  i	i	-8	-4	-2	1	-9	-3	2
> Cc1ccc(NC2CCCN(C(=O)c3cccc(-c4ncc[nH]4)c3)C2)cc1C (stereo not drawn)
  i	i	-2	3	-5	0	21	-1	-5
> Cc1cnc([N+](=O)[O-])n1CCOC(=O)NC(=O)c1c(F)cccc1F
  i	i	-6	-1	-5	-2	-7	-6	0
> COc1ccc(S(=O)(=O)N2CC3C4C=CC(C4)C3C2)cc1 (stereo not drawn)
  i	i	2	3	2	-1	0	-8	-2
> OC1COC(OCC2OC(OCc3ccccc3)C(O)C(O)C2O)C(O)C1O (stereo not drawn)
  i	i	-3	2	-3	3	0	4	2
> Cc1c(Cl)cccc1NC(=S)NC(=O)c1cncc(Br)c1
  i	i	18	-3	27	0	-5	6	0
> CCN1CCCC1CNCC(=O)Nc1ccc(OC(F)(F)F)cc1 (stereo not drawn)
  i	i	-8	2	5	3	-1	-6	0
> CCO[C@@H]1OC(C(=O)N2CCN(Cc3ccccc3)CC2)=C[C@H](C2CC2)[C@H]1CCCO
  i	i	-5	1	4	0	-2	-3	1
> Cc1ccccc1CN1[C@@H]2c3ccccc3C[C@@H]2OCCS1(=O)=O
  i	i	4	2	3	-1	5	-2	7
> COc1ccc([N+](=O)[O-])cc1NC(=O)COC(=O)c1ccc(O)cc1
  i	i	-7	-1	-2	-3	-2	-4	-1
> O=C1Nc2ccc(Br)cc2/C1=N\N=C\C1=C(N2CCOCC2)C(=C/c2ccccc2)/CC1
  i	i	40	4	-4	1	9	12	-7
> Cc1ccc(N2CC(=O)N(c3ccc(C)cc3)CC2=O)cc1
  i	i	-1	-2	-15	2	0	-3	2
> C/C(=C\C=C(C#N)C#N)c1cc(C#N)c(N)o1
  i	.	-80	157	-93	-3	76	-1	-8
> COc1ccc(N2C(=O)CC(S/C(N)=N/N=C(\C)c3cccs3)C2=O)cc1 (stereo not drawn)
  i	i	0	6	-3	0	-16	-4	4
> COc1ccc(Cc2nnc(SCC(=O)NC3(C#N)CCCCC3)n2N)cc1
  i	i	-8	-4	-25	0	-13	0	-3
> O=C(CS(=O)(=O)Cc1ccccc1)NCCc1ccc(F)cc1
  i	i	-3	2	-2	1	9	1	1
> Cc1c(OC(C)C(=O)NCc2ccccn2)ccc2c3c(c(=O)oc12)CCC3 (stereo not drawn)
  +	i	-1	2	6	1	15	-7	4
> COc1ccc(OC)c(S(=O)(=O)N2CCN(C(=O)NC3CCCCC3)CC2)c1
  i	i	-6	1	3	4	-13	-5	21
> COc1ccc(Cc2nnc(NC(=O)c3ccccc3C)s2)cc1
  i	i	3	-3	-24	1	3	1	-4
> Cn1c(C(O)c2ccccc2F)nc(Cl)c1Cl (stereo not drawn)
  i	i	-3	-4	-8	-2	-11	2	6
> Cc1cc(-c2ccc(C)c(S(=O)(=O)NCc3ccc(Br)cc3)c2)on1
  i	i	25	5	0	2	7	-5	-12
> CCCCOc1cccc(C(=O)NNC(=S)NC2CCCCC2)c1
  i	i	3	3	15	4	9	-2	-1
> CC1CCCCN1CCNC(=O)c1cc2c(=O)n(C)c3ccccc3c2n1C (stereo not drawn)
  i	i	-7	-5	29	-1	-2	5	-2
> CCC(CC)C(=O)Nc1ccc(S(=O)(=O)Nc2nccs2)cc1
  i	i	0	-10	-2	-4	6	5	0
> S=c1[nH]nc(-c2cccs2)n1/N=C/c1cccs1
  i	i	0	9	-22	-1	5	9	2
> Cc1cccc(C(=O)OC2CCN(C)CC2)c1
  i	i	-5	4	8	-1	-6	7	0
> CCCCNC(=O)c1nn(-c2ccccc2OC)c(=O)c2ccccc12
  i	i	-3	-2	9	1	5	-3	3
> CN(c1ccccc1C(=O)Nc1ccc2ccccc2c1)S(C)(=O)=O
  i	i	-6	-2	5	-1	-3	-4	1
> CCOc1ccccc1/C=C(/NC(=O)c1ccccc1)C(=O)NC(C)c1ccccc1 (stereo not drawn)
  i	i	3	-9	-11	1	6	-6	-10
> CNc1oc(-c2ccc(Cl)cc2)nc1P(=O)(c1ccccc1)c1ccccc1
  i	i	26	-1	1	-1	-20	-13	-8

# Compound profiles (already shown). Order of screens: Neddyl block	Rpn11 inh	FAS-TE inh	CSN inh	MLLE-PAM2 inh	Rin1 Abl inh	SKN-1 inh	NadD block	MT1-MMP act inh
# COc1ccc(OC)c(S(=O)(=O)N2CCN(C(=O)NC3CCCCC3)CC2)c1 across the screens: i	i	-6	1	3	4	-13	-5	21
# CNc1oc(-c2ccc(Cl)cc2)nc1P(=O)(c1ccccc1)c1ccccc1 across the screens: i	i	26	-1	1	-1	-20	-13	-8
# Cc1cc(-c2ccc(C)c(S(=O)(=O)NCc3ccc(Br)cc3)c2)on1 across the screens: i	i	25	5	0	2	7	-5	-12
# Cn1c(C(O)c2ccccc2F)nc(Cl)c1Cl (stereo not drawn) across the screens: i	i	-3	-4	-8	-2	-11	2	6
# CC1CCCCN1CCNC(=O)c1cc2c(=O)n(C)c3ccccc3c2n1C (stereo not drawn) across the screens: i	i	-7	-5	29	-1	-2	5	-2

# Screens (PubChem)
